Screens as filed in PubChem BioAssay.
Tau fibril FP: qHTS for Inhibitors of Tau Fibril Formation, Fluorescence Polarization; Microtubule-associated protein tau (Homo sapiens), P10636; K18 P301L tau heparin fibrillization, Alexa594 FP, 6 h; Potency, µM (titrated, usually from 57.7 µM), without a hit: top-dose activity, negative = inhibition, hits mostly inhibitors; actives 0.39% (n = 280,000); further: on the % scale 0 is the no-effect control and ±100 the full control effect; nearly all actives have a fitted effect of over 55% in size
Target sequence (P10636 561-689 P618L limits assumed): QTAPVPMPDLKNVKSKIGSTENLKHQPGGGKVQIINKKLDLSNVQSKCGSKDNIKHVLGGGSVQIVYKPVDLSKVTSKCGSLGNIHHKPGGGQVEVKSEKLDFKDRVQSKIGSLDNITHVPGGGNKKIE
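Heparin (20 uM) drove fibril formation of recombinant tau K18 P301L, 15 uM unlabeled with 0.24 uM Alexa 594 label, for 6 hr at 37 C in 100 mM sodium acetate pH 7. Fluorescence polarization (555/632 nm) read 1 hr after 30 uM ThT.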
HTT ATP protect: qHTS Multiplex Assay to Identify Dual Action Probes in a Cell Model of Huntington: Cytoprotection (ATP). AID 1471, 2008. actives 0.14% (n = 230,000). Potency, µM (doses to about 56.4 µM), without a hit: cytoprotection (ATP increase), most hits filed as activators. PC12 HTT-Q103 induced, cytoprotection, ATP luminescence, 40 h;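 further: % of control where 0% means no effect; nearly all actives have a fitted effect of over 45% in size; toxic huntingtin expression switched on by the ecdysone agonist tebufenozide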
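Huntington model: PC12 line, ecdysone-inducible HTTQ103 exon1–GFP, tebufenozide 100 nM. Test articles in a dose series. Endpoint luminescence from cellular ATP.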
aGal spleen mod: qHTS Assay for Inhibitors and Activators of Human alpha-Galactosidase From Spleen Homogenate; Alpha-galactosidase A (Homo sapiens), P06280; human spleen homogenate, 4MU-alpha-Gal fluorescence, 40 min; Potency, µM (highest dose often 80 µM), inactives show at the highest dose activity change, negative = inhibition, hits mostly inhibitors; actives 0.008% (n = 240,000);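 further: 0% = enzyme with vehicle and -100% = no enzyme basal signal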
Target sequence (P06280 32-429 limits assumed): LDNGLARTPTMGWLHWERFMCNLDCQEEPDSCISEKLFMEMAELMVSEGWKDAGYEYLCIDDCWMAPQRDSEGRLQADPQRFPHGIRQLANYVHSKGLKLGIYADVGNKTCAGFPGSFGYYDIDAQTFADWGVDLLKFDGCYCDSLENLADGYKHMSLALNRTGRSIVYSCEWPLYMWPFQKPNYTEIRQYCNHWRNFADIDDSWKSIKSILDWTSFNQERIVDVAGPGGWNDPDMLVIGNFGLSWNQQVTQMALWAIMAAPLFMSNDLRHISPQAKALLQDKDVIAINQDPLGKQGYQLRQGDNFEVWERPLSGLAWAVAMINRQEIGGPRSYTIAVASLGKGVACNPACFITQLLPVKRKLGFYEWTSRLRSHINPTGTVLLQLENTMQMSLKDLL
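qHTS titration in buffer at pH 5.0. Alpha-galactosidase activity in spleen homogenate was measured via 4-methylumbelliferone release from 1 mM fluorogenic substrate after 40 min at 37C and a pH 10 stop. AC50 came from Hill fits of control-normalized data.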
GAA spleen mod: qHTS Assay for Inhibitors and Activators of Human alpha-Glucosidase From Spleen Homogenate; actives 0.006% (n = 240,000); Potency, µM (highest dose often 79.9 µM), inactives show at the top dose activity change, negative = inhibition, hits mostly inhibitors; AID 2112, 2009; Lysosomal alpha-glucosidase (Homo sapiens), P10253; human spleen homogenate, 4-MU-alpha-glucoside fluorescence;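 further: 0% = enzyme with vehicle and -100% = no enzyme basal signal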
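Human spleen homogenate (1 ug) incubated with compounds and 1 mM 4-methylumbelliferyl-alpha-D-glucopyranoside in pH 5.0 citrate/phosphate buffer, 37 C, 40 min. Stopped at pH 10; 4-MU fluorescence (Ex 365/Em 440 nm); AC50 by Hill fit.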
GAA glycogen mod: qHTS Assay for Inhibitors and Activators of Human alpha-Glucosidase Cleavage of Glycogen; Lysosomal alpha-glucosidase (Homo sapiens), P10253; recombinant GAA, glycogen substrate, Amplex Red glucose oxidase fluorescence; Potency, µM (top dose mostly 76.4 µM), for the others: top-dose activity change, negative = inhibition, actives largely listed as inhibitors; actives 0.38% (n = 300,000);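 further: 0% = full enzyme reaction and -100% = no-enzyme basal signal; the screen sought inhibitors and activators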
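Natural-substrate format: glycogen cleavage by 4 nM human enzyme, glucose read by Amplex Red coupling (Ex 573, Em 610 nm). Normalized to enzyme and no-enzyme controls.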
Tau fluor cs: Counterscreen qHTS for Inhibitors of Tau Fibril Formation, Fluorescence Polarization; tau K18 P301L Alexa594 fluorescence, heparin fibrillization; Potency, µM (top dose mostly 57.7 µM), for the others: at the highest dose activity change, negative = decrease; actives 0.93% (n = 280,000); further: on the % scale 0 is the no-effect control and ±100 the full control effect; nearly all actives have a fitted effect of over 55% in size
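Human K18 P301L tau (15 uM unlabeled plus 0.24 uM Alexa 594-labeled, final) in 100 mM sodium acetate pH 7 was mixed with compound and 20 uM heparin and incubated 6 hr at 37 C.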
GAA inh: qHTS Assay for Inhibitors of Human alpha-Glucosidase as a Potential Chaperone Treatment of Pompe Disease; Lysosomal alpha-glucosidase (Homo sapiens), P10253; actives 0.005% (n = 200,000); purified human GAA, 4-MU-alpha-glucoside fluorescence; AID 1466, 2008; Potency, µM (top dose mostly 76.9 µM), inactives show top-dose activity change, negative = inhibition, hits mostly inhibitors;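 further: plate controls were uninhibited enzyme wells for no effect and no-enzyme background for full effect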
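Endpoint fluorogenic read: 20 min room-temperature reaction of 4 nM human alpha-glucosidase with 400 uM 4-methylumbelliferyl-alpha-D-pyranoside, pH 5.0, quenched with 1M NaOH/1M glycine pH 10. AC50 from Hill modeling.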
Tau fibril ThT: qHTS for Inhibitors of Tau Fibril Formation, Thioflavin T Binding; Microtubule-associated protein tau (Homo sapiens), P10636; AID 1460, 2008; recombinant tau K18 P301L (four-repeat tau fragment), heparin-induced fibrillization, ThT fluorescence; actives 2.1% (n = 270,000); Potency, µM (top dose mostly 57.4 µM), without a hit: top-dose activity, negative = inhibition, most hits filed as inhibitors; further: on the % scale 0 is the no-effect control and ±100 the full control effect; nearly all actives have a fitted effect of over 55% in size
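Aggregation was driven by heparin (20 uM final) acting on recombinant tau […] bearing P301L in 100 mM sodium acetate pH 7; fibrils were detected with Thioflavin T.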
An asterisk follows results filed as active; ? = inconclusive; / = not tested or not shown; [ ] = remark or other dose. The call rests on the fitted dose curve; in most records, active means well fitted curve in the direction sought with a large enough effect; inconclusive means small, poorly fitted or top-dose-only effect, or another doubt; inactive means no such curve, though single readings can be large; an effect the other way counts as inactive or inconclusive. Potency means the concentration at half of the fitted maximal effect.

SMILES	Tau fibril FP	HTT ATP protect	aGal spleen mod	GAA spleen mod	GAA glycogen mod	Tau fluor cs	GAA inh	Tau fibril ThT
COc1ccc(CCNC(=O)CS(=O)(=O)c2cn(CC(=O)N3CCCC3)c3ccccc23)cc1OC	-7%	-32%[inhibitor]	2%	9%	1%	-5%	2%	-5%
Cc1ccnc(SCC(=O)n2c3c(c4ccccc42)CC(C)CC3)n1 (stereo unspecified)	-4%	-7%	1%	-3%	-17%	-22%	-2%	-17%
CCOC(=O)C1CCN(S(=O)(=O)c2cccc3nonc23)CC1	-2%	-1%	3%	-11%	-5%	-2%	4%	-2%
CC1(C)CC(=O)C(C=NCCN2CCN(C(=S)Nc3ccc(F)cc3)CC2)=C(O)C1	3%	3%	5%	7%	-1%	-1%	?	-9%
CCC(Sc1nc(N)cc(=O)[nH]1)C(=O)NC(C(=O)OC)c1ccccc1 (stereo unspecified)	-5%	22%[1.9 µM]	0%	-16%	0%	5%	-4%	0%
CCOC(=O)c1[nH]c2ccc(OC)cc2c1NC(=S)N1CCN(c2ccc(F)cc2)CC1	10%	-26%[10 µM]	-16%	-14%	6%	-20%	0%	4%
CCOc1ccc2c(c1)C(c1ccc(C)cc1)=NNC(c1ccc(C)cc1)=N2	16%	5%[10 µM]	-6%	-7%	-14%	-27%	3%	?
COc1cccc(N2CCN(Cc3cc(=O)oc4cc(C)ccc34)CC2)c1	12%	/	/	/	11%[76.3 µM]	-27%	/	?
C(=C\c1ccccc1)/CN1CCN(Cc2ccc3c(c2)OCCO3)CC1	2%	10%	-11%	-1%	1%	-5%	-13%	-6%
O=C(O)c1ccc(Oc2c(C(F)(F)F)oc3cc(O)ccc3c2=O)cc1	3%	-19%	-2%	-2%	5%	-2%	6%	-2%
CCCSc1ncc(Cl)c(C(=O)Nc2ccc(S(=O)(=O)N3CCCCC3C)cc2)n1 (stereo unspecified)	-7%	/	/	/	?	-28%	/	-3%
COc1ccc(N(CC(=O)NN=C2CCCC2)S(=O)(=O)c2ccccc2)cc1Cl	-11%	32%[10 µM]	3%	-8%	9%	-2%	-4%	2%
CCCn1c(SCC(=O)Nc2c(CC)cccc2CC)nnc1C(C)C	3%	4%[10 µM]	3%	-8%	6%	-7%	-6%	-13%
O=C(CNC1CCCCCC1)Nc1ccccc1N1CCCCC1	-7%	2%	-11%	-20%	-7%	-4%	-7%	-7%
CCn1cc(S(=O)(=O)c2cccc(Cl)c2)c(=O)c2cc(F)c(N3CCN(c4ccccc4)CC3)cc21	12%	/	/	/	5%[76.3 µM]	-21%	/	?
COc1cc(OC)cc(C(=O)N[C@H](C(=O)Nc2nnc(C3CC3)s2)C(C)C)c1	-3%	-60%[inhibitor]	-9%	-6%	5%	-10%	-4%	-4%
N=C1C(=O)OCC1c1ccccc1NC(=O)c1ccccc1 (stereo unspecified)	4%	/	4%	-9%	-3%	-1%	-5%	-1%
O=C(COC(=O)C1CC1)Nc1ccc2c(c1)OCO2	5%	-21%	4%	/	8%	2%	-4%	-3%
CCOC(=O)c1[nH]c(C)c(C(=O)NCc2ccc(C)cc2)c1C	3%	-28%	2%	11%	11%	-13%	-1%	-14%
COc1ccc(N2CCN(CC(O)COc3ccc4c(c3)CCC4)CC2)cc1 (stereo unspecified)	2%	16%	-10%	-7%	-4%	?	-4%	?

Quoted at random: 5 compounds from above, in no set order.
SMILES	Tau fibril FP	HTT ATP protect	aGal spleen mod	GAA spleen mod	GAA glycogen mod	Tau fluor cs	GAA inh	Tau fibril ThT
N=C1C(=O)OCC1c1ccccc1NC(=O)c1ccccc1 (stereo unspecified)	4%	/	4%	-9%	-3%	-1%	-5%	-1%
CCOC(=O)c1[nH]c(C)c(C(=O)NCc2ccc(C)cc2)c1C	3%	-28%	2%	11%	11%	-13%	-1%	-14%
O=C(COC(=O)C1CC1)Nc1ccc2c(c1)OCO2	5%	-21%	4%	/	8%	2%	-4%	-3%
CCCSc1ncc(Cl)c(C(=O)Nc2ccc(S(=O)(=O)N3CCCCC3C)cc2)n1 (stereo unspecified)	-7%	/	/	/	?	-28%	/	-3%
O=C(CNC1CCCCCC1)Nc1ccccc1N1CCCCC1	-7%	2%	-11%	-20%	-7%	-4%	-7%	-7%

New compounds follow:
SMILES	Tau fibril FP	HTT ATP protect	aGal spleen mod	GAA spleen mod	GAA glycogen mod	Tau fluor cs	GAA inh	Tau fibril ThT
Nc1nc(-c2cccnc2)nc2sc3c(c12)CCCC3	6%	/	13%	8%	2%	-5%	?	-14%
O=C(c1cccc([N+](=O)[O-])c1)N1CCN(c2ccccn2)CC1	1%	/	-1%	0%	-1%	10%	-1%	10%
Cc1cc(N2CCOCC2)ccc1/C=C\[N+](=O)[O-]	13%	/	5%	2%	0%	?	-25%	11µM*
CCOC(=O)C1CCN(C(=O)c2ccc3c(c2)N=C(CC)c2cc(C)ccc2S3)CC1	5%	/	/	/	7%[76.3 µM]	-13%	/	?
Cc1cccc(C2c3[nH]c4ccccc4c3CCN2C(=O)Cc2nc(-c3ccccc3)n[nH]2)n1 (stereo unspecified)	-5%	-58%[inhibitor]	8%	5%	-9%	-30%	-11%	?
Cc1ccc(NS(=O)(=O)c2ccc(Cl)c(NC(=S)NC(=O)C3CCCCC3)c2)cc1Cl	?	13%[10 µM]	0%	0%	-12%	?	-10%	-7%
COc1ccc(CCNC(=O)c2cnc3scc(C)n3c2=O)cc1OC	0%	5%[10 µM]	-4%	-4%	3%	6%	1%	4%
COCCn1c(SCC(=O)N2CCCC2)nnc1C(C)C	?	-3%[10 µM]	-5%	-5%	-3%	-9%	-2%	-12%
CCc1ccc(/C=N/NC(=O)c2cc(C)on2)s1	-5%	6%[10 µM]	-7%	-1%	6%	-4%	-2%	-9%
Cc1ccc(CN2C(=O)NC(Cc3c[nH]c4ccccc34)C2=O)cc1 (stereo unspecified)	-1%	-2%[10 µM]	-3%	3%	-4%	-11%	5%	-3%
CCC(C)NS(=O)(=O)c1ccc(OCC(=O)NCc2ccc3c(c2)OCO3)cc1 (stereo unspecified)	0%	9%	-5%	-2%	0%	-5%	-15%	-4%
CC(C)c1nnc(NC(=O)COc2ccccc2[N+](=O)[O-])s1	2%	6%[10 µM]	2%	-17%	3%	-20%	8%[15.4 µM]	?
O=C(O)c1ccc(NCc2cccnc2)cc1	-4%	1%	-13%	-7%	4%	0%	-6%	-4%
COc1cc(/C=N/N2CCN(c3ccccc3OC)CC2)ccc1O	?	21%[10 µM]	5%	2%	?	-13%	3%	?
CC1CC(C)(C)OC(C[N+]2(C)CCCCC2)O1 (stereo unspecified)	-6%	7%[10 µM]	-2%	0%	-1%	-15%	/	-8%
O=C(NNc1nc2cc3c(cc2s1)OCCO3)c1ccc(F)cc1	-2%	/	-5%	2%	24%	-7%	-7%	?
Cc1ccc(NC(=O)CSc2nnc(-c3ccncc3)o2)cc1C	-2%	3%	3%	3%	-1%	-3%	2%	-5%
CCOC(=O)c1sc(N2C(=O)c3oc4ccc(F)cc4c(=O)c3C2c2ccc(O)cc2)nc1C (stereo unspecified)	-2%	/	/	/	15%[76.3 µM]	-23%	/	-14%
C[n+]1ccc(C(=O)N/N=C/c2ccco2)cc1	-9%	8%[10 µM]	-6%	-19%	?	2%	-5%	-1%
COc1ccc(S(=O)(=O)N2CCCCCC2)cc1C(=O)OCc1c(C)noc1C	15%	8%	13%	1%	-10%	-15%	0%	-1%
COC(=O)c1ccc(NC(=O)CSc2nncn2C)cc1	-10%	-22%[10 µM]	-7%	-2%	15%	-10%	?	-21%
CC(C)CN(CCCNC(=O)c1cn(C)c2ccc(S(=O)(=O)N(C)C3CCCCC3)cc2c1=O)CC(C)C	-1%	/	/	/	-4%[76.3 µM]	-23%	/	-4%
COCCNC(=O)CNC(=O)c1nn(-c2ccc(OC)c(Cl)c2)c(=O)c2ccccc12	-7%	-2%	11%	-5%	2%	-6%	6%	-4%
CCCc1nnc2n1N=C(c1ccc(OC)c(OC)c1)CS2	3%	18%[10 µM]	6%	1%	5%	0%	1%	-6%
O=C(Nc1nccs1)c1ccc(S(=O)(=O)N2CCCCC2)cc1	-6%	22%	-5%	-5%	2%	-5%	1%	4%
CC1=Nc2ccccc2/C1=C/c1nc(-c2ccc(C)s2)oc1O	4%	8%[10 µM]	0%	-5%	-6%	5µM*[quencher]	-2%	2.8µM*
C#Cc1ccc([C@@H]2C=C(C(=O)NCc3nc4ccccc4[nH]3)O[C@H](OCC)[C@H]2CCCO)cc1	8%	4%[10 µM]	-20%	-15%	-2%	-1%	/	-3%
O=C(NC(=S)Nc1cc(Cl)ccc1N1CCOCC1)c1ccc(-c2cccc(Cl)c2)o1	-2%	12%[10 µM]	-3%	-9%	-8%	-12%	1%	-15%
CC(C)/C=N/NC(=O)c1cccc(N2CCCC2=O)c1	2%	-32%[10 µM]	13%	2%	-13%	-2%	6%	-4%
Cc1ccc(S(=O)(=O)CCc2ccccn2)cc1	-4%	-6%	4%	4%	-6%	1%	3%	-7%
Cc1c(Cl)ccc2c1NC(=O)C21NC(CCC(N)=O)[C@H]2C(=O)N(c3ccc(Cl)cc3)C(=O)[C@H]21 (stereo partly specified)	7%	-5%[0.074 µM]	-10%	-9%	-8%	-9%	-5%[15.4 µM]	-19%
C=CCc1ccccc1OCC(O)CN(C(C)C)C(C)C (stereo unspecified)	-4%	-33%	-3%	-16%	4%	-13%	-3%	-14%
COC(=O)CC1Oc2ccc(Cl)cc2-n2cc(-c3ccccc3)nc21 (stereo unspecified)	-9%	/	/	/	-1%[76.3 µM]	-24%	/	-15%

An unsorted share of the library (roughly 3.3% active in at least one column).
